CHRM1 PAM – positive allosteric modulators of human M1 muscarinic receptor. CHO-K1 hM1, Fluo-8 calcium fluorescence, ACh EC20; 0% = ACh EC20, 100% = maximal ACh. activation, % at 3 µM. 0.088% of 360,000 active; in the data active = activation above about 19%, passing the limit was not always enough
Target sequence (P11229 whole entry, looked up): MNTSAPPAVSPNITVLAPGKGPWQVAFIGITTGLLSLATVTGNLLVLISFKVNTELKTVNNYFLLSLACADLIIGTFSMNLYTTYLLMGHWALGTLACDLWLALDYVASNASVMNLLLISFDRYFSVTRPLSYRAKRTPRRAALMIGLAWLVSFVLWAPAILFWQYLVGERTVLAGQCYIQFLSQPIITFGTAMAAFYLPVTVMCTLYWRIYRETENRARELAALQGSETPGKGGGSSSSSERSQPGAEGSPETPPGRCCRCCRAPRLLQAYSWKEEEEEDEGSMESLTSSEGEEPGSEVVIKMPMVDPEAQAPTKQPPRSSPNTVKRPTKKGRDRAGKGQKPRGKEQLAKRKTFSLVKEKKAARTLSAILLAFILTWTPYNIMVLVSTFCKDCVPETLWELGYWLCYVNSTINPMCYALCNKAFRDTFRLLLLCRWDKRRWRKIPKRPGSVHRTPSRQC
CHRM4 agonist – agonists of human muscarinic M4 receptor (CHRM4); activation, % at 3 µM; P08173; 0.14% of 360,000 active; CHO-K1 hM4/Gqi5, Fluo-8 calcium fluorescence; vehicle 0%, full acetylcholine response 100%;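 active = activation above the run mean over all test wells plus 3 SD, cut at about 32% in these data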;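 also: peak over basal fluorescence ratio per well then scaled between controls; 0% = DMSO wells and 100% = acetylcholine at EC100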
CHRM5 agonist – agonists of human muscarinic M5 receptor (CHRM5). P08912. CHO-K1 hM5 cells, Fluo-8 calcium fluorescence; 0% DMSO wells, 100% maximal acetylcholine response. activation, % at 3 µM. 0.19% of 360,000 active;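 active = activation above the run's mean over test compounds plus 3 SD, cut at about 23% in these data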;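 also: signal is peak over basal fluorescence ratio across the kinetic read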
M1 antag – blocks human M1 muscarinic receptor | P11229 | 1.3% of 360,000 active | CHO-K1 hM1, Fluo-8 calcium fluorescence, ACh EC80 antagonist | inhibition, % at 3 µM;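 active = percent inhibition above its own plate's cutoff, namely the mean of that plate's compound wells plus 3 SD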;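 also: peak over basal fluorescence ratio during 140 s after agonist addition; 0% = ACh EC80 plus DMSO and 100% = DMSO alone without agonist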
M5 PAM – potentiates acetylcholine response at human M5 receptor | P08912 | CHO-K1 hM5, Fluo-8 calcium, ACh EC20 PAM; 0% = ACh EC20, 100% = ACh EC100 | activation, % at 3 µM | 0.3% of 360,000 active | AID 624038;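 active = activation above the run cutoff, the mean activation of all test compounds plus 3 SD, cut at about 18% in these data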
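Probe or stimulus: acetylcholine, EC20 level; Assay system: human M5 receptor in CHO-K1 cells; Schedule: compound preincubation 140 s before EC20 acetylcholine addition; Technique: intracellular calcium via Fluo-8 fluorescence; Dosing: single-point, 3 µM nominal; Read-out basis: percent activation from peak-over-basal fluorescence ratio, scaled EC20-to-EC100 acetylcholine; Repeats: one well per compound, no replicates.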
M5 antag – CHRM5 antagonism in calcium assay | P08912 | CHO-hM5 cells, Fluo-8 calcium fluorescence, ACh EC80 | inhibition, % at 3 µM | 0.59% of 360,000 active;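 active = inhibition above a per-plate cutoff, the mean of that plate's test compounds plus 3 SD, cut at about 27% in these data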;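 also: 0% = acetylcholine EC80 with DMSO and 100% = DMSO without agonist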
TAAR1 agonist – agonists of human TAAR1. CHO RD-HGA16 TAAR1, Fluo-8 calcium fluorescence; vehicle wells 0%, saturating PEA agonist 100%. activation, % at 3 µM. 0.99% of 360,000 active. AID 624467;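 active = activation above the mean activation of all test compounds in the run plus 3 SD, cut at about 38% in these data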
Target sequence (Q96RJ0 whole entry, looked up): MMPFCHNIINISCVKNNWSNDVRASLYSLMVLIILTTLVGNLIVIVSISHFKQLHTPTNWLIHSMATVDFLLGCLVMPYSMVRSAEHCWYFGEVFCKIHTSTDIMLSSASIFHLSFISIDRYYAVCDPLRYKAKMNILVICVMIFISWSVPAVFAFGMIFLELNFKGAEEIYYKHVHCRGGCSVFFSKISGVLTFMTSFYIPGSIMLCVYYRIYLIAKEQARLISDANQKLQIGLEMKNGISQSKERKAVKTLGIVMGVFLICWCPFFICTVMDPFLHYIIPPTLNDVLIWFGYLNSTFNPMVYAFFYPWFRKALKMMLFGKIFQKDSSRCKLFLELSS
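Signal – calcium-sensitive Fluo-8 signal, excitation 470-495, emission 515-575 nm · System – RD-HGA16 (CHO) cells co-expressing Gα16 and hTAAR1 · Incubation – 17-24 h seeding, 75 min 37 °C dye, 30 min RT · Compound dosing – 3 µM single concentration · Repeats – no replicates (n 1)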
M4 antag – blocks acetylcholine activation of human M4 receptor; P08173; CHO-hM4 cells, ACh EC80, Fluo-8 calcium fluorescence; inhibition, % at 3 µM; 0.73% of 360,000 active; AID 624125;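 active = inhibition above its plate's cutoff, the mean inhibition of sample wells plus 3 SD, cut at about 27% in these data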;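 also: 0% = acetylcholine EC80 with DMSO and 100% = DMSO without agonist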
CHRM1 agonist – agonists of human M1 muscarinic receptor. activation, % at 3 µM. P11229. 0.33% of 360,000 active. CHO-K1 hM1, Fluo-8 calcium fluorescence, agonist mode; 0% DMSO, 100% acetylcholine EC100;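 active = activation above the run's mean compound activation plus 3 SD, cut at about 16% in these data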;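 also: peak over basal fluorescence ratio within a 140 s kinetic read after compound addition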
* = called active by the depositor; . = not tested or not shown.

no.	compound	CHRM1 PAM	CHRM4 agonist	CHRM5 agonist	M1 antag	M5 PAM
1	C[C@H](CO)N1C[C@H](C)[C@@H](CN(C)C(=O)Nc2ccc3c(c2)OCO3)Oc2ccc(NC(=O)Nc3ccc4c(c3)OCO4)cc2C1=O	9.8	-1.5	0.0	-14.6	-0.3
2	CC/C=C/C(=O)N1CC2(CC(c3cccc(NC(=O)CCCCC)c3)=NO2)C[C@H]1C(N)=O (stereo partly drawn)	4.0	0.6	0.5	-2.3	5.4
3	CCC(C)C(N)C(=O)N1CCCC1C(=O)NC(C(=O)O)C(C)CC (stereo not drawn)	1.4	0.6	3.5	-12.4	-3.1
4	COC(=O)/C=C1\NCCSC1=O	10.0	0.8	2.0	-13.0	4.4
5	O=S1(=O)CC(N2CCCCC2)CN1Cc1cn(Cc2ccc(F)cc2)nn1 (stereo not drawn)	.	1.2	0.1	.	-6.3
6	COC(=O)c1ccc(CSc2nc(C(F)(F)F)c3c(c2C#N)CCC3)o1	4.0	-2.6	-5.8	-11.2	11.3
7	CC(=O)Nc1cccc(OCc2cccc([N+](=O)[O-])c2)c1	-10.4	2.4	-2.6	12.0	-11.6
8	CN1CCN(C(=O)c2ccc3c(=O)n(Cc4ccco4)c(=S)[nH]c3c2)CC1	7.6	-0.7	-1.6	-3.2	-2.5
9	COc1ccc(-c2csc(NC(=O)C3CC(=O)N(c4ccc5c(c4)OCCO5)C3)n2)cc1 (stereo not drawn)	0.6	13.1	6.6	1.8	-7.8
10	O=C(COC(=O)c1ccc2ncsc2c1)Nc1ccccc1Br	0.3	6.4	3.6	-4.4	-1.6
11	Cc1ccc(C)c(NC(=O)c2cc(S(=O)(=O)N3CCCCC3)c[nH]2)c1	1.2	3.0	2.7	2.6	-6.4
12	COc1cc2c(cc1OC)C(c1cccnc1)CC(=O)N2 (stereo not drawn)	6.7	0.8	-0.2	-15.1	-6.4
13	Nn1c(SCC(=O)Nc2ccccc2F)nnc1-c1cccs1	6.7	0.6	-4.8	-8.8	2.5
14	CC1=C(C(=O)NC2CC(C)(C)Cc3c2cnn3-c2cccc(F)c2)OCCO1 (stereo not drawn)	1.1	0.2	-3.6	-0.4	-0.3
15	CCN(C(=O)COC(=O)c1cccc(-n2cnnn2)c1)C1CCCCC1	-2.1	4.6	3.5	10.3	-4.3

no.	M5 antag	TAAR1 agonist	M4 antag	CHRM1 agonist
1	-2.0	0.5	-3.8	-2.6
2	8.2	2.5	-7.8	-5.1
3	8.8	1.9	-2.2	-1.0
4	-6.2	13.7	18.2	-4.7
5	-6.6	1.8	-21.1	.
6	-3.8	2.6	-0.9	-5.2
7	9.5	1.9	3.0	-1.3
8	8.7	3.6	1.1	-1.4
9	12.5	7.7	-1.9	0.8
10	-2.8	3.7	-11.2	-1.9
11	-1.0	1.0	4.8	-1.2
12	1.7	-0.2	-9.8	0.7
13	5.2	0.4	-5.5	-3.5
14	7.7	2.8	-4.7	-3.4
15	15.5	1.9	5.7	-4.8

(more compounds)
no.	compound	CHRM1 PAM	CHRM4 agonist	CHRM5 agonist	M1 antag	M5 PAM
16	Cc1ccc(-c2nn(-c3ccccc3)cc2/C=C2\SC(=S)N(CCCCCC(=O)O)C2=O)o1	0.2	1.9	0.4	2.1	2.7
17	Nc1ccc(-c2ccc(N)cc2C(F)(F)F)c(C(F)(F)F)c1	-0.9	2.5	-2.5	-19.6	-2.5
18	CCOC(=O)C(Cc1ccccc1)(Cc1ccccc1)C(C)=O	1.9	1.1	-4.1	-1.0	-4.8
19	Cc1cc(C)c(C#N)c(SCC2COc3ccccc3O2)n1 (stereo not drawn)	0.8	-0.8	-5.0	-10.3	-0.7
20	O=C(O)CCCNS(=O)(=O)c1ccc(NCc2ccccc2)c(C(=O)O)c1	6.0	0.1	-0.6	-10.1	0.7
21	CC(=O)c1cnc2cc(-c3ccc(Cl)cc3)nn2c1C	2.6	6.7	0.9	-0.5	-0.7
22	O=C(COC(=O)CN1C(=O)NC2(CCCCC2)C1=O)Nc1cc(F)ccc1F	5.2	4.0	4.2	-5.5	-5.8
23	Nc1c2c(nc3ccc(Br)cc13)N(Cc1ccccc1)CC2	-2.6	2.6	1.1	0.4	-0.7
24	Cn1nnnc1SCc1ccc([N+](=O)[O-])cc1	1.8	0.1	-5.1	-4.2	2.7
25	O=C(COC(=O)CCC(=O)c1ccc(F)cc1)Nc1cccc(S(=O)(=O)N2CCOCC2)c1	-2.2	5.1	3.6	7.0	9.8
26	CCCC[n+]1ccc(-c2nc3ccc([N+](=O)[O-])cc3[nH]2)cc1	-8.8	0.1	-1.2	1.5	-7.0
27	CN(C1CCCCC1)S(=O)(=O)c1ccc(C(=O)N2CCN(c3nc4ccccc4s3)CC2)cc1	-9.2	1.5	1.4	1.6	-7.1
28	COc1ccc(C2=NO[C@@](CC(=O)O)(C(=O)Nc3ccc4c(c3)OCCO4)C2)cc1	1.5	0.2	-1.4	-1.6	-2.8
29	CCCn1nnnc1SCC(=O)c1ccc2c(c1)OCCO2	9.3	2.1	-8.4	-8.7	0.8
30	O=C(Nc1ccc2[nH]c(=S)sc2c1)c1ccccc1	8.1	1.5	-1.7	-2.9	3.3

no.	M5 antag	TAAR1 agonist	M4 antag	CHRM1 agonist
16	2.3	-0.8	4.9	-2.6
17	2.8	1.9	0.0	-2.8
18	8.4	-0.9	-8.4	-7.3
19	-1.1	24.5	-10.5	-5.1
20	1.3	-2.8	11.7	-2.4
21	8.6	9.2	2.9	-2.1
22	11.5	12.6	-2.6	0.0
23	7.8	6.6	3.3	-5.4
24	-5.1	6.0	-0.3	-3.9
25	8.3	2.7	-1.5	-4.4
26	12.4	-2.0	-2.9	-10.1
27	4.4	0.1	3.9	-0.5
28	7.9	8.8	9.1	-6.0
29	0.2	1.5	-2.4	-6.7
30	-2.2	1.4	6.0	-7.4

The results go on.
no.	compound	CHRM1 PAM	CHRM4 agonist	CHRM5 agonist	M1 antag	M5 PAM
31	OC(C#CCCN1CCCCC1)(c1ccccc1)c1ccccc1	-27.3	0.9	-20.1	99.2*	-31.9
32	Cc1cc(C)c2nc(-c3ccncc3)cc(C(=O)N3CCN(Cc4ccccc4Cl)CC3)c2c1	1.8	8.1	-2.3	-0.6	-5.3
33	COc1ccc(Cl)cc1NC(=O)CN(C)C(C)C(=O)NCC1CCCCC1 (stereo not drawn)	-2.0	0.2	-3.0	13.9	-0.2
34	O=C(NCC1CCCO1)C(=O)N/N=C/c1c(F)cccc1Cl (stereo not drawn)	12.5	-0.9	-2.2	-13.2	3.2
35	COc1ccc(C)cc1S(=O)(=O)N(CC(=O)N1CCCC1)c1ccc(C)cc1	-1.6	0.2	-8.4	11.0	1.9
36	O=Cc1nccc2ccccc12	2.9	0.9	-2.5	-5.1	-0.3
37	N#Cc1c(N)nc(N)nc1Nc1ccc(Br)cc1	8.2	0.5	-2.6	-11.2	3.0
38	N#CC1=C(N)n2c(s/c(=C\c3ccco3)c2=O)=C(C#N)C1c1ccco1 (stereo not drawn)	11.3	1.5	-1.0	-5.0	4.8
39	CC1CC(CC(=O)NNc2nc(-c3ccccc3)cs2)C(=O)O1 (stereo not drawn)	1.6	0.9	-0.5	4.8	10.5
40	Cc1cccc(/C=N/NC(=O)CN2CCCCCCC2)c1	-4.2	0.2	-1.7	8.2	-0.9
41	O=C(CN1CCN(Cc2ccccc2Cl)C1=O)NC1CCCCCC1	-4.0	3.3	-2.3	-26.3	3.9
42	Cc1cccc(-c2nc3ccccc3c(=O)n2NC(=O)/C=C/c2ccc([N+](=O)[O-])cc2)c1	-1.1	1.5	-4.2	-3.5	-3.0
43	O=C(CCN1C(=O)/C(=C/c2cccs2)SC1=S)Nc1cccc(C(=O)O)c1	1.3	0.5	-1.0	-5.8	-1.1
44	CCCn1c(N)c(N2CCCCC2)c(=O)n(CC(=O)Nc2ccc(OC(F)(F)F)cc2)c1=O	8.2	0.5	-2.5	-9.4	3.2
45	CC(=O)CC(=O)NC(=NC1CCCCC1)Nc1nc(C)cc(C)n1	-3.7	7.7	-1.1	16.3	-7.3

no.	M5 antag	TAAR1 agonist	M4 antag	CHRM1 agonist
31	99.5*	2.2	94.5*	-3.4
32	6.5	1.1	12.8	-4.8
33	-4.2	22.9	7.6	-4.7
34	1.1	-1.9	-6.5	-6.5
35	-2.8	-0.2	-4.2	-5.0
36	12.2	0.7	1.0	-4.1
37	-2.5	3.3	-14.4	2.1
38	-3.3	7.4	0.7	-2.8
39	1.9	6.6	-2.0	-2.8
40	2.1	5.4	-4.0	-1.3
41	2.1	5.2	-0.7	-2.7
42	4.7	8.5	2.8	-5.1
43	-1.1	-0.4	-12.9	-3.0
44	0.7	9.0	-1.1	-0.2
45	-6.0	0.3	-7.5	-3.7

(further entries)
no.	compound	CHRM1 PAM	CHRM4 agonist	CHRM5 agonist	M1 antag	M5 PAM
46	CC1(C(=O)N2CCC(CO)(Cc3cccc(C(F)(F)F)c3)CC2)CC1	-3.4	2.1	3.8	0.5	-0.4
47	Cc1ccc(-c2c(C#N)c(N)nc3c2CCCC3)s1	-3.3	0.4	0.6	-9.2	-0.6
48	C#CCSc1ncc(S(=O)(=O)c2ccccc2)c(=O)[nH]1	6.5	1.0	-1.8	-7.4	-3.7
49	Cc1ccc(S(=O)(=O)N2CCCCC2)cc1NC(=O)CSc1nnc(C2CC2)n1C	-3.6	0.2	-1.1	-4.4	-5.0

no.	M5 antag	TAAR1 agonist	M4 antag	CHRM1 agonist
46	0.4	2.5	-1.1	-1.4
47	0.4	18.7	3.8	1.8
48	1.0	5.6	-2.5	-5.2
49	17.9	2.5	1.4	-3.1

Of the compounds above, these contain an aryl methoxy group:
no.	compound	CHRM1 PAM	CHRM4 agonist	CHRM5 agonist	M1 antag	M5 PAM
9	COc1ccc(-c2csc(NC(=O)C3CC(=O)N(c4ccc5c(c4)OCCO5)C3)n2)cc1 (stereo not drawn)	0.6	13.1	6.6	1.8	-7.8
12	COc1cc2c(cc1OC)C(c1cccnc1)CC(=O)N2 (stereo not drawn)	6.7	0.8	-0.2	-15.1	-6.4
28	COc1ccc(C2=NO[C@@](CC(=O)O)(C(=O)Nc3ccc4c(c3)OCCO4)C2)cc1	1.5	0.2	-1.4	-1.6	-2.8
33	COc1ccc(Cl)cc1NC(=O)CN(C)C(C)C(=O)NCC1CCCCC1 (stereo not drawn)	-2.0	0.2	-3.0	13.9	-0.2
35	COc1ccc(C)cc1S(=O)(=O)N(CC(=O)N1CCCC1)c1ccc(C)cc1	-1.6	0.2	-8.4	11.0	1.9

no.	M5 antag	TAAR1 agonist	M4 antag	CHRM1 agonist
9	12.5	7.7	-1.9	0.8
12	1.7	-0.2	-9.8	0.7
28	7.9	8.8	9.1	-6.0
33	-4.2	22.9	7.6	-4.7
35	-2.8	-0.2	-4.2	-5.0

Bioassay records as filed in PubChem.

Only part of the results is shown. The share of hits here may be higher or lower than overall.
